Assay outcomes as filed in PubChem BioAssay.
CHT allo act – human CHT allosteric activation; Q9GZV3; CHT-expressing cells, membrane potential dye, choline EC20; hits give high values; LV-AA mutant CHT in HEK293 cells; B-score at 10 µM; 310,000 tested, 0.49% active; AID 488977;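 active = initial fluorescence not abnormally high and integrated response B-score, plate-corrected, over 3 SD above library mean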
Target sequence (Q9GZV3 whole entry, looked up): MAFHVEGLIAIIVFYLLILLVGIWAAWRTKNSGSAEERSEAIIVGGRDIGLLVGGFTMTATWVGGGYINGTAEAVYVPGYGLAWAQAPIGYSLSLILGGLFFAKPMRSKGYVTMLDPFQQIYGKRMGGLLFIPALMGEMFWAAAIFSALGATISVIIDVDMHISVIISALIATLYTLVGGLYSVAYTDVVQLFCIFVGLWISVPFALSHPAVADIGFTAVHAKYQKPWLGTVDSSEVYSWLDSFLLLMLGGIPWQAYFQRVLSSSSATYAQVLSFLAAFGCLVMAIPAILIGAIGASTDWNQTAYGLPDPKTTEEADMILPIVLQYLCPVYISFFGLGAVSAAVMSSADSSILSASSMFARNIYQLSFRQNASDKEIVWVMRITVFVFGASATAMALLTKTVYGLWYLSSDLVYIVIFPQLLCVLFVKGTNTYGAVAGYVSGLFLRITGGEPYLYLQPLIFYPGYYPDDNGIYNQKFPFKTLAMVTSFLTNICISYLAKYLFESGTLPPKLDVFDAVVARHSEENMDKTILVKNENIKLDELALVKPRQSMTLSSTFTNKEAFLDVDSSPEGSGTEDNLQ
OX1R antag – blocks the human orexin 1 receptor. inhibition, % at 5 µM. 330,000 tested, 0.43% active. AID 434989. O43613. CHO/OX1R cells, Fluo-8 calcium fluorescence, orexin A;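 active = inhibition above its plate's threshold, mean inhibition of all tested compounds on the plate plus 3 SD, cut at about 37% in these data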;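 note: 0% = orexin A challenge wells and 100% = SB-334867-A antagonist wells; not every result past the cut was called active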
Target sequence (O43613 whole entry, looked up): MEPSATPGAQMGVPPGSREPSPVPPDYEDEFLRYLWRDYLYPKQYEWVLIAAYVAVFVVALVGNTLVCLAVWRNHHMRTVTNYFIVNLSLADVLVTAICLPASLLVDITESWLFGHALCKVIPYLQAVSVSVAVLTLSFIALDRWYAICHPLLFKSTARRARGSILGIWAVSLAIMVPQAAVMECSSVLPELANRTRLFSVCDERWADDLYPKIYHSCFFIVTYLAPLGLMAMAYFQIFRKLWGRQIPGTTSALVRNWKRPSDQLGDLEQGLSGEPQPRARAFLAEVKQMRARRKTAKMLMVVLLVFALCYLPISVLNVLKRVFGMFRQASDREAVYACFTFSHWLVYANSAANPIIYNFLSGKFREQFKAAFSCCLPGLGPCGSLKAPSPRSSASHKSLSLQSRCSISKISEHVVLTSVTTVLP
Starred values were filed as active, the others as inactive; i = inactive; . = no result given. Not a hit list; 0.8% or so of the library scored in one or more.

entry	SMILES	CHT allo act	OX1R antag
1	Nc1nc(Cl)nc2c1ncn2C1CC(O)C(CO)O1 (centres undefined)	i	-5
2	CCOc1ccc(NC(=O)NCc2ccco2)cc1	i	-9
3	CN(CC(=O)Nc1ccc(F)c(F)c1F)C(=O)Cn1cnc2c1c(=O)n(C)c(=O)n2C	.	5
4	C=CCN(c1ccccc1)S(=O)(=O)c1cccc2cccnc12	i	-25
5	CCCc1cc(=O)oc2c(CN3CCOCC3)c(O)ccc12	i	2
6	O=C(C1CCC(CNc2c(N3CCCCC3)c(=O)c2=O)CC1)N1CCCCC1 (centres undefined)	i	-1
7	Cc1c(C(=O)N2CCCCC2)c(S(=O)(=O)N(C)Cc2ccco2)c(C)n1C	i	-16
8	O=S(CC(O)COCc1ccc(Cl)cc1)c1ccccn1 (centres undefined)	i	7
9	Cc1cc2occ(CC(=O)NC3CCCc4ccccc43)c2cc1C (centres undefined)	i	-20
10	O=C(NCC1CCCO1)c1ccc(NC(=O)c2cccc(Br)c2)cc1 (centres undefined)	i	-14
11	CCOc1cc(/C=N/N=C(/N)c2nonc2N)cc(Br)c1OCc1ccc(Cl)cc1	i	-10
12	COc1ccc(NC(=O)Nc2nnc(-c3cccs3)s2)cc1	i	-8
13	O=C(CCCOC(=O)c1ccc(O)cc1O)c1ccccc1	.	10
14	CC(O)(CS(=O)(=O)Cc1cccc(C(F)(F)F)c1)C(=O)Nc1cccc(C(F)(F)F)c1 (centres undefined)	i	-10
15	Cc1cc(C)n(-c2cc(C)c(C)cc2Br)n1	i	-9
16	CCn1c(SC)nnc1-c1c[nH]c2ccccc12	i	0
17	O=C(CN1CCC(n2nnc3cc(C(F)(F)F)ccc32)CC1)Nc1ccc2c(c1)CCC2	i	-34
18	C[C@@H]1C[C@@H]2OC(=O)[C@]3(C)[C@H]2[C@@H](OC3(C)O)[C@]2(C)C(=O)CC[C@H]12 (some centres undefined)	i	0
19	CC(C)c1ccc(C(C(=O)NC(C)(C)C)N(C(=O)CNC(=O)c2ccco2)c2cccnc2)cc1 (centres undefined)	i	-31
20	Cc1cc(C)n(-c2nc3ccccc3c(=O)n2OC2CCCCC2)n1	i	-24
21	CC(=O)Nc1nc(C)c(-c2nc3ccc([N+](=O)[O-])cc3[nH]2)s1	i	2
22	Cc1nnc(NC(=O)CSc2nc(C(C)C)nc3ccccc23)s1	i	-22
23	COc1ccc(NC(=O)CSc2nnc(N)s2)cc1S(=O)(=O)N1CCCCC1	.	-9
24	Cc1ccc(C)c(OCCC(=O)OCC(=O)Nc2cc(S(=O)(=O)N3CCOCC3)ccc2C)c1	i	-21
25	CCOc1cccc(NC(=O)Cn2nc(-c3ccc4c(c3)OCCO4)ccc2=O)c1	i	-1
26	CCC1CCCCN1C(=O)Cn1c(C(=O)OC)cc2sc(Cl)cc21 (centres undefined)	i	-25
27	CC(C)N1CC2=C(C1=O)C(c1ccc(O)cc1)NC(=O)N2C (centres undefined)	i	2
28	O=C(CSc1nncs1)Nc1ccc(N2CCCCC2)cc1	.	-2
29	CC(NC(=O)c1cc(S(=O)(=O)N2CCOCC2)ccc1N1CCCC1)c1ccc(Cl)c(Cl)c1 (centres undefined)	i	-15
30	COc1ccc(CCNC(=O)CC(NS(=O)(=O)c2ccc(NC(C)=O)cc2)C(C)C)cc1OC (centres undefined)	i	9

Reprinted from the results shown (15 entries):
entry	SMILES	CHT allo act	OX1R antag
16	CCn1c(SC)nnc1-c1c[nH]c2ccccc12	i	0
17	O=C(CN1CCC(n2nnc3cc(C(F)(F)F)ccc32)CC1)Nc1ccc2c(c1)CCC2	i	-34
18	C[C@@H]1C[C@@H]2OC(=O)[C@]3(C)[C@H]2[C@@H](OC3(C)O)[C@]2(C)C(=O)CC[C@H]12 (some centres undefined)	i	0
19	CC(C)c1ccc(C(C(=O)NC(C)(C)C)N(C(=O)CNC(=O)c2ccco2)c2cccnc2)cc1 (centres undefined)	i	-31
20	Cc1cc(C)n(-c2nc3ccccc3c(=O)n2OC2CCCCC2)n1	i	-24
21	CC(=O)Nc1nc(C)c(-c2nc3ccc([N+](=O)[O-])cc3[nH]2)s1	i	2
22	Cc1nnc(NC(=O)CSc2nc(C(C)C)nc3ccccc23)s1	i	-22
23	COc1ccc(NC(=O)CSc2nnc(N)s2)cc1S(=O)(=O)N1CCCCC1	.	-9
24	Cc1ccc(C)c(OCCC(=O)OCC(=O)Nc2cc(S(=O)(=O)N3CCOCC3)ccc2C)c1	i	-21
25	CCOc1cccc(NC(=O)Cn2nc(-c3ccc4c(c3)OCCO4)ccc2=O)c1	i	-1
26	CCC1CCCCN1C(=O)Cn1c(C(=O)OC)cc2sc(Cl)cc21 (centres undefined)	i	-25
27	CC(C)N1CC2=C(C1=O)C(c1ccc(O)cc1)NC(=O)N2C (centres undefined)	i	2
28	O=C(CSc1nncs1)Nc1ccc(N2CCCCC2)cc1	.	-2
29	CC(NC(=O)c1cc(S(=O)(=O)N2CCOCC2)ccc1N1CCCC1)c1ccc(Cl)c(Cl)c1 (centres undefined)	i	-15
30	COc1ccc(CCNC(=O)CC(NS(=O)(=O)c2ccc(NC(C)=O)cc2)C(C)C)cc1OC (centres undefined)	i	9

The listing continues:
entry	SMILES	CHT allo act	OX1R antag
31	CC(=O)Nc1ccc(NC(=O)C2CCCN2S(=O)(=O)c2cccc3nsnc23)cc1 (centres undefined)	i	-12
32	CCOc1ccccc1Nc1ncnc2ccccc12	i	-32
33	CS(=O)(=NS(=O)(=O)c1ccc(Cl)cc1)c1ccccc1 (centres undefined)	i	-9
34	CCC(CC)N1CCN(C(=O)c2cc(OC)c(OC)c(OC)c2)CC1	i	-13
35	CCN(CC)c1ccc(N/C(N)=N/c2nc(C(F)(F)F)cc(=O)[nH]2)cc1	i	-16
36	Cc1ccccc1NC(=O)c1cccc(N2C(=O)C3CCCCC3C2=O)c1 (centres undefined)	i	-28
37	Cc1cc(C(=O)NC(=S)Nc2ccccc2N2CCOCC2)ccc1[N+](=O)[O-]	i	-32
38	CCN(CC)CCNC(=O)/C(=C/c1cn(C)c2ccccc12)NC(=O)c1ccc(OC)c(OC)c1	i	-4
39	Cc1ccc(NC(=O)CSc2ncn[nH]2)cc1S(=O)(=O)N1CCOCC1	i	4
40	COc1ccc(C2CC(c3ccccc3OC(=O)/C=C/c3ccccc3)=NN2C(C)=O)cc1 (centres undefined)	i	-30
41	C=CCn1c(-c2cccc(Cl)c2)n[nH]c1=S	i	-11
42	CC(=O)N1CCc2cc(S(=O)(=O)CCC(=O)Nc3c(C)n(C)n(-c4ccccc4)c3=O)ccc21	i	-4
43	Cc1cccc(Cc2cnc(NC(=O)c3ccc(C)o3)s2)c1	i	-29
44	COc1ccc2c(CCNC(N)=S)c[nH]c2c1	i	7
45	CCC(C)NC(=O)C1c2ccccc2C(=O)N1Cc1ccc(F)cc1 (centres undefined)	i	-20
46	CCOC(=O)Cc1csc(NC(=O)c2sc3nc4cc(C)ccc4cc3c2N)n1	i	-1
47	C[C@H](CO)N1C[C@H](C)[C@@H](CN(C)Cc2ccccc2)Oc2c(NS(=O)(=O)c3ccccc3)cccc2C1=O	.	7
48	COC(=O)C(CCSC)NC(=O)c1cn(-c2ccc(OC)cc2)c(=O)c2ccccc12 (centres undefined)	i	-24
49	CC(C)CC(COCc1ccc(Cl)cc1)N1CCN(C(=O)c2ccc(C(F)(F)F)cc2)CCC1=O (centres undefined)	6.3*	-46
50	O=C(O)CNC(=O)C(Cc1ccccc1)NC(=O)OCc1ccccc1 (centres undefined)	i	3
51	Nc1nonc1-n1nnc(C(=O)N/N=C/c2ccccn2)c1CNc1ccccc1	i	0
52	COC(=O)c1ccc(COc2cccc3c2CCN(Cc2ccccc2)C3=O)o1	i	-17
53	O=[N+]([O-])c1cccc(S(=O)(=O)N2CCCC2)c1	i	12
54	COc1cccc(CNc2ccc(N3CCCCC3)cc2)c1OC	i	0
55	Cc1cccnc1NC(=O)Nc1cccc(Cl)c1	i	-6
56	COc1ccccc1OCCNC(=O)c1cccc(S(=O)(=O)N2CC(C)OC(C)C2)c1 (centres undefined)	i	-18
57	CCCNC(=O)c1ccc(N2CCC3(CC2)CC(c2ccccc2)=NO3)c(NC(=O)c2ccco2)c1	i	4
58	COc1ccc(OC)c(C2=NOC(C(=O)N3CCN(c4ccccc4)CC3)C2)c1 (centres undefined)	i	-32
59	Cc1cccc(CS(=O)(=O)c2cn(CC(=O)N3CCOCC3)c3ccccc23)c1	i	-11
60	O=S(=O)(c1cccc(C(F)(F)F)c1)N1CCC(c2cc(-c3cccc4ccccc34)n[nH]2)CC1	i	-24
61	O=Nc1ccc(NOC(=O)c2ccccc2)cc1	i	6
62	Cc1cccc(C)c1-n1cccc1/C=C1\SC(=S)N(c2cccc(C(=O)O)c2)C1=O	i	19
63	COc1ccc2c(C(=O)CN(C)C3CCCCC3)c[nH]c2c1	i	-11
64	CCNc1nc(NCC)n2c(SCC(=O)Nc3ccccc3)nnc2n1	i	-13
65	Cc1ccc2cc(CCNC(=O)c3ccc4c(c3)OCO4)c(=O)[nH]c2c1C	i	-47
66	COc1ccc(OC)c(NC(=O)CCNS(=O)(=O)c2ccc3[nH]c(=O)oc3c2)c1	i	-6
67	CCCCCCCN1C2=NCCCN2c2ccccc21	i	-33
68	CSc1nnnn1-c1ccc(Cl)cc1	i	-3
69	O=C1N=C(N2CCOCC2)S/C1=C\c1cccs1	i	-5
70	COc1ccc(C2c3ccsc3CCN2C(C)=O)cc1 (centres undefined)	i	-20
71	CCOc1ccccc1C(=O)NCC(=O)NCC(C)(C)N1CCOCC1	.	-24
72	O=C(CNC(=O)c1cc(Cl)cc([N+](=O)[O-])c1)NC1CC1	.	0
73	O=C(NN=C1CCCC1)c1ccc(O)cc1O	i	0
74	CCOCCCn1c(=S)[nH]c2cc(C(=O)NC3CCCC(C)C3C)ccc2c1=O (centres undefined)	i	-11
75	CC(C)C(NS(=O)(=O)c1cccc2nsnc12)C(=O)NC1CCCCC1C (centres undefined)	i	-7
76	Cc1cccc(N2CCN(S(=O)(=O)c3c(C)nc4scc(C)n4c3=O)CC2)c1C	i	-22
77	CCN1CCN(CCCNC(=O)CN2C(=O)c3cccnc3Oc3ccc(Cl)cc32)CC1	i	-7
78	Cc1ccc(C)c(NC(=S)NC23CN4CN(CN(C4)C2)C3)c1	i	-2
79	CCOc1ccc(OCC)c(NC(=O)CSc2nnc(C3CC3)n2CC)c1	i	-20
80	CO/N=C/c1ccc(N2CCN(C(=O)c3ccc(F)cc3)CC2)c([N+](=O)[O-])c1	i	-5
81	CCN(Cc1ccccc1)C(=O)COC(=O)CNS(=O)(=O)c1ccc(C)cc1	i	-17
82	Cc1ccccc1C(=O)Nc1ccccc1NC(=O)c1ccccc1C	i	.
83	CCN(CC)C(=O)c1cccc(NC(=O)C2=COCCO2)c1	.	-17
84	O=C1CCCC2=C1C(c1ccc3c(c1)OCO3)c1c([nH]n(-c3ccccc3)c1=O)N2 (centres undefined)	i	-2
85	COc1ccc(-c2ccc(SCC(=O)N3CCOCC3)nn2)cc1OC	i	1
86	Clc1ccc(-c2nnc3n2CCCC3)cc1Cl	i	-5
87	CN(C)c1ccc(P(=O)(CC(=O)N/N=C/c2ccc(C#N)cc2)OCCCl)cc1 (centres undefined)	i	-22
88	COc1ccc(-n2c(Cc3cccn3C)nnc2SCC(=O)Nc2nc(C)cs2)cc1	i	-15
89	CCNC(=S)N1CC(C)OC(C)C1 (centres undefined)	i	5
90	O=C(NC1CCCC1)C(c1ccccn1)N(Cc1ccc(F)cc1)C(=O)c1csnn1 (centres undefined)	i	-27

Next part
entry	SMILES	CHT allo act	OX1R antag
91	O=C(CCc1ccccc1)Nc1ccccc1C(F)(F)F	i	-13
92	CC1Cc2cc(/C(O)=C3/C(=O)C(=O)N(CCCn4ccnc4)C3c3ccncc3)ccc2O1 (centres undefined)	i	-14
93	COc1ccccc1C(CNC(=O)c1cccc(NS(=O)(=O)c2ccc(Br)cc2)c1)N(C)C (centres undefined)	i	-21
94	CC(C)CCN1C(=O)CCC1(C)C(=O)NC1CCCCCCC1 (centres undefined)	i	-23
95	C=CCn1cc(-c2ccc(Cl)cc2)cc(C#N)c1=O	i	-15
96	CC(C)OC(=O)c1c(NC(=O)c2cccs2)sc2c1CCCC2	i	-6
97	CC(Oc1ccccc1)c1ccnc2nc(N3CCOCC3)nn12 (centres undefined)	i	-15
98	CCOC(=O)c1sc(NC(=O)/C=C/c2ccc(F)cc2)nc1C	i	-14
99	C=CCNC(=S)NNC(=O)c1ccccc1OCC	i	1
100	CCCN1C2=NCCCN2c2ccccc21	i	-11
101	CC(=O)/C(=N\Nc1ccccc1)Oc1ccc([N+](=O)[O-])cc1	i	-24
102	O=C(Cc1ccccc1)Nc1ccc(NC(=O)C2CC2)nc1	i	-15
103	CC(=O)OC(C)(C)/C=C/C(=O)[C@](C)(O)C1[C@H](O)C[C@@]2(C)C3CC=C4C(C=C(O[C@@H]5O[C@H](CO)[C@@H](O)[C@H](O)[C@H]5O)C(=O)C4(C)C)[C@]3(C)C(=O)C[C@]12C (some centres undefined)	.	-19
104	O=C1c2ccccc2S(=O)(=O)N1CC(O)COc1ccc(Cl)cc1 (centres undefined)	i	-11
105	Cc1ccccc1NC(=O)CCCn1nc(C)c2c(C)n(-c3ccccc3)nc2c1=O	i	-35
106	O=C(O)C1C2C=CC(C2)C1C(=O)NC(c1ccccc1)c1ccccc1 (centres undefined)	i	-9
107	COc1cc(C(=O)NNC(=O)NC2CCCCC2)cc(OC)c1OC	i	-10
108	CCS(=O)(=O)N1CCN(c2ccc(Cl)cc2[N+](=O)[O-])CC1	i	-9
109	CC1(C)Cc2c(sc3nc[nH]c(=O)c23)CO1	i	-31
110	COc1ccc2c(c1)c(=O)c(C(=O)c1ccc(F)cc1)cn2CC(=O)Nc1ccc(F)cc1	i	-33
111	O=C(C1CCCO1)N1CCC(c2nc3ccccc3[nH]2)CC1 (centres undefined)	i	-13
112	Cc1cccnc1N(C(=O)Nc1cccc(Cl)c1)C1=NCC(C)(C)S1	i	-1
